# AHR act = human AHR activation. P35869. AHR-responsive luciferase reporter cells, luminescence. activation, % at 5 µM. 320,000 compounds, 2.5% hits. AID 2796; in the data active = activation above about 47%;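 note: 0% = vehicle wells and 100% = reference agonist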
# Target sequence (P35869 whole entry, looked up): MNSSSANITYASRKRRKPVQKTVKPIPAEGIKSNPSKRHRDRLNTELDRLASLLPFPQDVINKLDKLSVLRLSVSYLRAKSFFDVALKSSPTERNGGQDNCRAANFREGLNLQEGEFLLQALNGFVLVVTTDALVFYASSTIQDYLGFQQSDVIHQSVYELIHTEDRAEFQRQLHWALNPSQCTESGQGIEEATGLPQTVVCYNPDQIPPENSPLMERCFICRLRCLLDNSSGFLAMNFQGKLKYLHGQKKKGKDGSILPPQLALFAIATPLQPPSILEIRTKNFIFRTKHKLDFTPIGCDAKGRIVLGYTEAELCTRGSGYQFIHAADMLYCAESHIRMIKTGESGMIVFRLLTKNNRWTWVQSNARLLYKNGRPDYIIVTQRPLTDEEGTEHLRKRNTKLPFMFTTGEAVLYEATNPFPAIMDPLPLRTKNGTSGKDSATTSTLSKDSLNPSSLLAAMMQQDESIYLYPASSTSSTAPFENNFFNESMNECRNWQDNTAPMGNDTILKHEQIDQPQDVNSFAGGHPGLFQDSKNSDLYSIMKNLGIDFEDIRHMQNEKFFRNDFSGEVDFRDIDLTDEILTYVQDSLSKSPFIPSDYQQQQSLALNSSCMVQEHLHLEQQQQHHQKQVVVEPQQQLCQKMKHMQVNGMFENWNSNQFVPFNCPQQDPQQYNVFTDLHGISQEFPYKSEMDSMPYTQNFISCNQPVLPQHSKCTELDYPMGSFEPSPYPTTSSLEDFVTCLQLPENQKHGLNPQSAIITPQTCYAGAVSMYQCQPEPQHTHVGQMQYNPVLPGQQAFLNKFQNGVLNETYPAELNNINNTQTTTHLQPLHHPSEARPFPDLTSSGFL
# LAP4 TOR yeast = alters LAP4-GFP fluorescence in TOR pathway yeast screen | AID 2023 | 320,000 compounds, 0.34% hits | S. cerevisiae LAP4-GFP multiplex, flow cytometry GFP, 3 h; median GFP as percent of DMSO wells | GFP response vs DMSO, % at 10 µM;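 active = GFP response vs DMSO above a set limit, about the screen mean plus 3 SD, cut at about 150% in these data; inconclusive = under 70 cell events counted for the yeast strain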
# Efflux pump inh = antifungal efflux pump inhibition, Nile Red retention; S. cerevisiae Candida pump triplex; inhibition, % at 10 µM; 330,000 compounds, 0.44% hits; AID 485275;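 active = plate passing quality check with inhibition over a set limit, or well fluorescence over plate mean plus 4 SD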;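 note: Nile Red retained in pooled yeast measured as flow cytometry median fluorescence; 0% = buffer negative control and 100% = Enniatin B positive control; higher means more Nile Red kept so more efflux inhibition; some compounds called inactive have numbers as strong as hits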
# RPL19A TOR yeast = yeast TOR pathway RPL19A-GFP modulation; percent response vs DMSO, % at 10 µM; S. cerevisiae RPL19A-GFP strain, flow cytometry, 3 h; hits give low values; AID 2025; 330,000 compounds, 0.3% hits;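 active = percent response vs DMSO below 50%; inconclusive = fewer than 70 events counted for the yeast strain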;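 note: median channel GFP fluorescence of the barcoded RPL19A-GFP strain; ratio of sample median GFP to plate DMSO average so 100% = DMSO; lower means less RPL19A-GFP as with rapamycin TOR inhibition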
# CR mimetic SO = caloric restriction mimetics inhibiting age-related superoxide in yeast | S. cerevisiae aged cells, superoxide DHE fluorescence; hits give low values | superoxide response (% of plate mean), % at 10 µM | 330,000 compounds, 0.18% hits | AID 2690;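 active = superoxide response under a set limit, about three screen SD below normal, cut at about 65% in these data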;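 note: yeast aged for seven days with compound at 30 °C before DHE staining; 100% = average MFI of all compound-treated wells on the plate with controls excluded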
# CIT2 TOR yeast = modulators of TOR pathway CIT2-GFP in S. cerevisiae. S. cerevisiae CIT2-GFP strain, flow cytometry, 3 h; 100 means same as DMSO wells. GFP response vs DMSO, % at 10 µM. 320,000 compounds, 0.065% hits. AID 2029;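 active = GFP response relative to DMSO above a set limit, near the screen mean plus 3 SD, cut at about 150% in these data; inconclusive = Fewer than 70 cells measured for a yeast strain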;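 note: ratio of well median GFP fluorescence to mean of DMSO wells on the plate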
# AGP1-GFP MLPCN = alters AGP1-GFP fluorescence in TOR pathway yeast screen | S. cerevisiae AGP1-GFP multiplex flow cytometry, 3 h; GFP as percent of DMSO wells | GFP response vs DMSO, % at 10 µM | 320,000 compounds, 0.02% hits | AID 2066;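 active = GFP response relative to DMSO above a set limit, near screen average plus 3 SD, cut at about 150% in these data; inconclusive = fewer than 70 cells counted for the yeast strain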;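 note: median GFP channel fluorescence of the gated AGP1 strain per well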
# MEP2-GFP yeast = alters MEP2-GFP fluorescence in TOR pathway yeast screen; S. cerevisiae MEP2-GFP strain, flow cytometry GFP, 3 h; 100% = DMSO control level; GFP response vs DMSO, % at 10 µM; 330,000 compounds, 0.51% hits; AID 2016;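 active = GFP response versus DMSO above a set limit, roughly screen mean plus 3 SD, cut at about 180% in these data; inconclusive = fewer than 70 cells counted for a yeast strain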;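 note: median GFP fluorescence of the barcode-gated MEP2-GFP cells per well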
# The depositor's hits bear a star; ? = inconclusive; · = not tested or not shown; [ ] = remark or other dose. Random draw from the library; any-hit rate near 3.9%.
SMILES,AHR act,LAP4 TOR yeast,Efflux pump inh,RPL19A TOR yeast,CR mimetic SO,CIT2 TOR yeast,AGP1-GFP MLPCN,MEP2-GFP yeast
Nc1nc(SCC(=O)N2CCCc3ccccc32)n[nH]1,0,96,-0.3,98,115,102,97,98
O=C(/C=C/c1ccccc1)OCC(=O)c1c[nH]c2ccccc12,19,143,-0.2,105,117,105,113,119
Fc1ccc(-c2n[nH]c(=S)n2-c2ccc3c(c2)OCCO3)cc1,1,113,-0.2,98,115,96,98,91
CCCc1cc(=O)[nH]c(SCc2cc(=O)oc3c(C)c(C)ccc23)n1,-3,99,0.0,101,100,99,107,102
O=c1cc(C(F)(F)C(F)F)oc2ccccc12,-3,100,-0.1,101,93,102,104,107
COCCCNC(=O)CCSc1ccc(Cl)cc1,-2,106,0.0,98,112,98,98,104
N#Cc1nc(-c2ccc(F)cc2)oc1N1CCN(C(=O)c2ccco2)CC1,3,104[may fluoresce green],-0.1,94[may fluoresce green],103,101[may fluoresce green],98[may fluoresce green],112[may fluoresce green]
COc1cccc(-c2c(C(=O)N/N=C/c3ccoc3)nnn2-c2nonc2N)c1,6,98,0.3,99,93,100,99,110
O=C(NCc1ccccc1Cl)C1CCCN1C(=O)NCc1ccccc1 (stereo not drawn),0,96,0.1,105,92,100,100,109
c1nc(N2CCC3(CC2)OCCO3)c2[nH]cnc2n1,0,86,-0.1,97,76,99,91,102
CCOC(=O)C1CCN(S(=O)(=O)c2cc(C(=O)OC)n(C)c2)CC1,1,105,0.1,100,98,100,103,97
COc1ccccc1-c1nnc(NC(=O)c2ccc(S(=O)(=O)N(C)Cc3ccccc3)cc2)o1,14,99,0.1,94,106,99,104,109
CCOC(=O)CSc1ccc(-c2nc3ccccc3[nH]2)cn1,14,103,0.2,102,107,89,97,93
CCOC(=O)c1cccc(NC(=O)CSc2nnc(C)n2Cc2ccccc2)c1,2,95,0.1,104,100,106,109,104
CCOC(=O)Cc1csc(NC(=O)c2ccc(Cl)s2)n1,3,120,0.1,88,108,73,80,81
C/C(=N\NC(=O)CCC(=O)N/N=C(\C)c1ccc(C)o1)c1ccc(C)o1,74*,106,0.0,92,98,88,100,95
COc1ccc(C(=O)C2CCCN(Cc3ccc4c(c3)OCCO4)C2)cc1F (stereo not drawn),3,96,-0.1,106,85,106,104,101
CCOC(=O)c1cc2c(ccn2C)n1Cc1cc(C)ccc1C,0,101,-0.3,98,98,94,98,94
CCc1ccc([C@@H]2CC=C(C(=O)O)[C@H](c3ccc(C)cc3)N2S(=O)(=O)c2ccc(C)cc2)cc1,-1,95,-0.6,105,87,92,99,106
Cc1c(S(=O)(=O)NC2CCCCCC2)c(=O)n(C)c(=O)n1C,-1,106,-0.1,105,116,112,104,108
O=c1[nH]c2ccccc2c(O)c1-[n+]1ccccc1,6,96,-0.1,104,87,101,98,102
COc1cc(/C=N/NC(=O)CC23CC4CC(CC(C4)C2)C3)cc(Br)c1OCC(=O)N(C)C,3,85,-0.4,98,98,97,97,105
CC1CCN(Cc2c(C(=O)N/N=C/c3ccc(C(C)(C)C)cc3)nnn2-c2nonc2N)CC1,3,85,0.2,102,95,96,100,97
COc1cc(/C=C2\SC(=S)N(Nc3ncc(C(F)(F)F)cc3Cl)C2=O)cc(OC)c1OC,2,102,-0.4,101,107,95,104,99
Oc1ccc(-c2nc3c4c(ncn3n2)-c2ccccc2CC42CCCC2)cc1,5,100,-0.3,104,93,101,92,96
O=C(CN1C(=O)NC(CCc2ccccc2)C1=O)Nc1ccc(F)c(F)c1F (stereo not drawn),1,90,0.0,93,120,81,95,93
c1ccc2c(c1)ncn2CCn1cnc2ccccc21,0,103,-0.1,99,95,105,109,101
Cn1c(=O)c2ccccc2n(CC(=O)N2CCCc3ccccc32)c1=O,8,105,-0.1,106,109,105,102,108
O=C(c1ccccc1Cl)N1CCSCC1,-1,101,0.0,96,106,95,99,96
CC1C(=O)N2CCCc3cc(S(=O)(=O)N4CCN(c5ccccc5F)CC4)cc1c32 (stereo not drawn),6,91,0.1,94,80,98,94,96
CC(C)C(=O)Nc1ccc(NC(=O)c2ccccc2Cl)nc1,2,101,-0.1,102,100,97,106,112
Cc1c(C)c2ccc(OC(C)C(=O)NCCCN3CCOCC3)c(C)c2oc1=O (stereo not drawn),0,91,-0.1,101,75,104,99,97
CSc1ncccc1C(=O)OCC(=O)c1ccc[nH]1,5,100,-0.1,98,99,106,96,102
CN(C(=O)COC(=O)c1cnc(Cl)c(Cl)c1)C1CCCCC1,0,98,0.3,94,100,94,98,92
Cc1ccc2nc(SCC(=O)NC3CC3)[nH]c2c1,19,94,-0.7,99,100,101,102,93
CCOC(=O)c1sc(N(C)C(C)=O)nc1C,2,93,0.0,105,95,·,107,103
O=C(Nc1ccnn1C1CCN(C2CCOCC2)CC1)c1cccc(F)c1,-2,83,-0.2,93,105,98,90,104
CCCCN(C)C(=O)CC(NS(=O)(=O)c1ccc(NC(C)=O)cc1)C(C)C (stereo not drawn),1,78[may fluoresce violet],0.0,94[may fluoresce violet],111,?,25[may fluoresce violet],253*[may fluoresce violet]
CCOc1ccccc1C(=O)Nc1ccc(NC(=O)c2ccccc2)cc1,2,92,-0.1,106,105,109,101,106
COC(=O)c1cc(NC(=O)Nc2cccc(Cl)c2)ccc1Cl,0,104,0.0,100,116,98,96,108
O=C(COC(=O)c1cccc(S(=O)(=O)N2CCOCC2)c1)NCc1ccccc1,0,92,-0.2,102,104,111,103,97
O=C(CCCc1nc(-c2ccc(Cl)cc2)no1)NCC1CCCO1 (stereo not drawn),-2,95,0.1,103,95,97,99,102
CC(=O)N1CCc2cc(S(=O)(=O)NCCC(=O)NCCc3ccc(C)cc3)ccc21,5,101,-0.1,102,105,·,106,99
CCOC(=O)c1sc2nc3c(cc2c1N)COC(C)(C)C3,-3,109,0.0,95,95,84,91,93
CC1CCCCN1C(=O)CCn1c(=S)oc2ccccc21 (stereo not drawn),3,102,-0.2,99,94,105,103,99
CCSc1nc2sc3c(c2c(=O)n1-c1ccc(OC)cc1)CCN(C)C3,-3,108,0.5,102,119,91,100,96
NC(=O)c1ccc(NC(=O)COC(=O)c2cc(S(=O)(=O)N3CCOCC3)ccc2N2CCCCC2)cc1,0,98,0.2,99,98,97,99,104
COc1ccc(NC(=O)c2cc(-c3ccc(C)c(C)c3O)n[nH]2)cc1Cl,11,95,0.0,106,108,108,102,109
COc1cc(/C=N/NC(=O)c2ccncc2)ccc1OC(=O)c1ccccc1Cl,8,102,0.0,121,117,125,111,113
Cc1ccccc1OCCOC(=O)c1cc(S(=O)(=O)N2CCCCC2)ccc1N1CCOCC1,-1,99,0.3,96,107,98,89,101
O=c1nc(N2CCOCC2)nc(N/N=C/c2ccc3c(c2)OCO3)[nH]1,16,113,-0.1,110,97,107,111,110
O=C(CNc1cccc(S(=O)(=O)N2CCCCC2)c1)Nc1ccccc1F,2,96[may fluoresce green],1.9,105[may fluoresce green],94,103[may fluoresce green],103[may fluoresce green],105[may fluoresce green]
CC(=O)c1ccc(CCCCCCCCCC(=O)O)s1,4,153*,0.0,96,116,92,100,99
COc1cccc(N2CCN(S(=O)(=O)c3cccc4cccnc34)CC2)c1,34,108,-0.3,95,101,102,103,99
Cc1cccc(C(=O)N2CCNC(=O)C2CC(=O)Nc2cccc(Cl)c2)c1 (stereo not drawn),-10,96,0.1,101,90,108,105,101
C=CCc1cccc2ccc(=O)oc12,2,95,1.2,103,92,101,102,90
CN(C)S(=O)(=O)c1cc(NC(=O)c2cc(=O)c3ccccc3o2)ccc1Cl,8,97,-0.1,99,112,104,95,100
Cc1csc(NC(=O)C2CCC(C)(C(=O)O)C2(C)C)n1 (stereo not drawn),-2,94,0.0,101,101,108,105,100
Cc1cc(C)c(C)c(OCC(=O)O/N=C(\N)c2ccncc2)c1,1,112,0.1,103,78,104,100,108
C/C(=N\NC(=S)NC1CCCCC1)c1c(F)cccc1F,12,103,0.2,95,115,80,83,94

# Further records.
SMILES,AHR act,LAP4 TOR yeast,Efflux pump inh,RPL19A TOR yeast,CR mimetic SO,CIT2 TOR yeast,AGP1-GFP MLPCN,MEP2-GFP yeast
CCCCCOc1ccc(/C=C/c2c([N+](=O)[O-])c(=O)n(C)c(=O)n2C)cc1,1,100,0.0,107,96,106,105,107
NC(=O)c1ccccc1OCC(=O)Nc1ccc2c(c1)CCC2,-5,92,-0.2,92,87,92,91,90
COc1ccccc1NC(=O)CS(=O)(=O)c1cn(CC(=O)N2CCOCC2)c2ccccc12,1,100,0.0,98,95,98,105,100
CS(=O)(=O)N1CCN(C(=O)c2cc(-c3ccncc3)nc3ccc(Cl)cc23)CC1,10,92,-0.2,90,99,102,90,96
COC(=O)c1sc(N)nc1C(C)(C)C,1,106,-0.1,106,87,109,111,101
Cc1c(C=Nc2ccc(S(=O)(=O)CCO)cc2)c(O)[nH]c(=O)c1C#N,-2,107,0.0,104,89,101,101,114
O=C(N/N=C/c1ccccc1F)c1csc2c1CCCC2,0,107,0.0,96,98,106,103,99
O=C(CSc1ccccc1)Nc1nnc(/C=C/c2ccccc2)s1,4,84,-0.1,108,77,107,93,93
COc1ccccc1N(C)C(=O)c1cc(S(=O)(=O)N2CCCC2)cn1C,-1,91,0.0,88,92,91,91,94
COc1cc(OC)c(NC2=CC(=O)C(=O)c3ccccc32)cc1Cl,12,93,0.1,104,119,98,96,106
CC(=O)c1cccc(NC(=O)CNC(=O)c2sc3ccccc3c2Cl)c1,28,106,0.0,95,101,98,102,96
COc1ccc(S(=O)(=O)N2c3ccccc3OCC2C(C)(C)C)cc1 (stereo not drawn),0,108,0.3,97,104,96,99,102
COn1c(=O)c(-c2ccccc2)[n+]([O-])c2ccccc21,5,94,-0.1,103,97,100,104,103
CC(C)N(C(=O)CSc1ncnc2sc(-c3ccccc3)cc12)C(C)C,1,99,0.5,99,100,101,98,101
CCOC(=O)N1CCN(C(=O)C2CC(=O)N(Cc3ccc(OC)cc3)C2)CC1 (stereo not drawn),-1,102,0.1,106,106,99,105,106
COc1cc(C2C3C(=O)N(c4ccc(F)cc4)C(=O)C3ON2c2ccccc2)ccc1O (stereo not drawn),3,88,-0.1,102,97,114,98,105
Cc1ccc(C(=O)CC(C(=O)O)P(=O)(c2ccccc2)c2ccccc2)cc1 (stereo not drawn),-3,88,-0.1,88,108,·,85,95
CCC(=O)Nc1ccc(N2CCN(Cc3ccccc3F)CC2)cc1,7,89,0.1,99,107,100,95,103
O=C(Nc1ccccc1F)c1ccc(-c2cccc([N+](=O)[O-])c2)o1,25,104,-0.1,97,113,·,97,97
CC1(C(=O)Nc2c(F)c(F)c(F)c(F)c2F)CC1(Br)Br (stereo not drawn),2,100,0.0,96,83,96,100,91
O=C1C(C=NCCN2CCOCC2)=C(O)c2ccccc21,10,100,0.0,102,94,100,103,103
COc1ccc([N+](=O)[O-])cc1NC(=O)Cc1ccccc1Cl,9,92,-0.1,100,105,97,99,96
Cc1ccc(C2CC(C(F)(F)F)n3ncc(C(=O)NCc4ccco4)c3N2)cc1 (stereo not drawn),-1,104,-0.1,101,93,99,107,98

# Reprinted at random: 2 compounds from above
SMILES,AHR act,LAP4 TOR yeast,Efflux pump inh,RPL19A TOR yeast,CR mimetic SO,CIT2 TOR yeast,AGP1-GFP MLPCN,MEP2-GFP yeast
O=c1nc(N2CCOCC2)nc(N/N=C/c2ccc3c(c2)OCO3)[nH]1,16,113,-0.1,110,97,107,111,110
O=C(Nc1ccnn1C1CCN(C2CCOCC2)CC1)c1cccc(F)c1,-2,83,-0.2,93,105,98,90,104
